From PubChem
NadD block: NadD (S. aureus) enzyme inhibition; purified NadD enzyme, colorimetric absorbance read-out; inhibition, % at 20 µM; hit rate 0.78% among 360,000; in the data active = inhibition above about 26%; note: some compounds past the cut are filed as inactive
FAS-TE inh: inhibitors of human fatty acid synthase thioesterase domain. inhibition, % at 15 µM. recombinant FAS-TE, OMFH fluorogenic substrate, fluorescence endpoint. hit rate 0.67% among 360,000;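 active = compounds whose normalised, plate-corrected inhibition of enzyme fluorescence in the single-dose primary screen is 50% or more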;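 note: 0% = DMSO with enzyme and 100% = substrate without enzyme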
Rin1 Abl inh: inhibitors of human Rin1-Abl protein interaction | hit rate 0.4% among 360,000 | AID 588664 | inhibition, % at 7.35 µM | TR-FRET Rin1/Abl binding, biochemical | P00519+Q13671; in the data active = inhibition above about 5%, passing the limit was not always enough
Target sequence (P00519 whole entry, looked up): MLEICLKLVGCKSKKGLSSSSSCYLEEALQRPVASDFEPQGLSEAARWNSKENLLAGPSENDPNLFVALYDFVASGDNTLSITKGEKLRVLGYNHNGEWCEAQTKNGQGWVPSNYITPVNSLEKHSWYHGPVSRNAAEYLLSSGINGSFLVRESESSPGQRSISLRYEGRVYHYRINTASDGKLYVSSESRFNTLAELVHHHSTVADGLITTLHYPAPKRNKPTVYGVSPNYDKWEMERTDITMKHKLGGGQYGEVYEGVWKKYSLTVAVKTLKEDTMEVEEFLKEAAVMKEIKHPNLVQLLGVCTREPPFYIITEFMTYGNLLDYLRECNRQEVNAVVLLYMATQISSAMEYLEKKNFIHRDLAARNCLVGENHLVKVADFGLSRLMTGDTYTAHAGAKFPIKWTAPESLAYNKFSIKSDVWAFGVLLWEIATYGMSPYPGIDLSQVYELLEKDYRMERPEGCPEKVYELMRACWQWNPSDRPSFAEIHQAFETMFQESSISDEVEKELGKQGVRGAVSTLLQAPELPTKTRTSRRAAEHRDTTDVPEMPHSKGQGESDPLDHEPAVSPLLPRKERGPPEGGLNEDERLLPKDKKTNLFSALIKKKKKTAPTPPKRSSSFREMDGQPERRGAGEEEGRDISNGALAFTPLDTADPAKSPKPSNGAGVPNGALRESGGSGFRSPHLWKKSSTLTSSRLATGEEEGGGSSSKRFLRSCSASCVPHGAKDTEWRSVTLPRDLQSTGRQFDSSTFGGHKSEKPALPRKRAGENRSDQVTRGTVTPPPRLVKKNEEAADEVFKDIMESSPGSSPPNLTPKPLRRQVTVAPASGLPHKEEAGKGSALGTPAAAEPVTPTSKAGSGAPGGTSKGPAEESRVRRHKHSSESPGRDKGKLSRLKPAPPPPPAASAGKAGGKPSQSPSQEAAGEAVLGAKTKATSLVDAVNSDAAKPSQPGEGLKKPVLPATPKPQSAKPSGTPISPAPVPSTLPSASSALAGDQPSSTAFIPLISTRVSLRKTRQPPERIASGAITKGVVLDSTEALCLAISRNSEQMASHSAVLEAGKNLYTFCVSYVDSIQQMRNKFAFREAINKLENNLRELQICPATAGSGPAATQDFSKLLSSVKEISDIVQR
Target sequence (Q13671 whole entry, looked up): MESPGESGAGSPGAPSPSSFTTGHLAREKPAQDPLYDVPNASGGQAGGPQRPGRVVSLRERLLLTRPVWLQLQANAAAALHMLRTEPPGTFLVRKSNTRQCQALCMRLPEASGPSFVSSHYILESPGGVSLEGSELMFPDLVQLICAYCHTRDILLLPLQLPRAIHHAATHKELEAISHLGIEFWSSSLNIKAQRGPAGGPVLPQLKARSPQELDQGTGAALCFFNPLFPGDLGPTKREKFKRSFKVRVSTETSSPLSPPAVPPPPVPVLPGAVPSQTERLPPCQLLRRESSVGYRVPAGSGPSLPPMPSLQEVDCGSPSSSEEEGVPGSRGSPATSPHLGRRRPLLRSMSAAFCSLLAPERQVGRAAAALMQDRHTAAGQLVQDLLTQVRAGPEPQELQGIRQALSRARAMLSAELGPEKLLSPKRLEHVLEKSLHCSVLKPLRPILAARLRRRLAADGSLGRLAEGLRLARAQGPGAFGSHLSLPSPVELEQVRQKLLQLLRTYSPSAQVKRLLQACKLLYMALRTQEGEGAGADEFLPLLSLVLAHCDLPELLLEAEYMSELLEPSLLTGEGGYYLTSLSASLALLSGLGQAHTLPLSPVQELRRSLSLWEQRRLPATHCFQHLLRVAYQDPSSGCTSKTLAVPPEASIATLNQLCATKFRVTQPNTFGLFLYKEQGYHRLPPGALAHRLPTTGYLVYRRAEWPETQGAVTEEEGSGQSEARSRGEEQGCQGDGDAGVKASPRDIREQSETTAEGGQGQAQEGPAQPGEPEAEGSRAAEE
MT1-MMP act inh: inhibitors of human MT1-MMP activation. GFP/RFP ratio change, % at 20 µM. hit rate 0.061% among 360,000. P50281. HT1080 RFP-PRO-GFP cells, GFP/RFP ratio fluorescence, overnight; percent of plate control window, DMSO zero;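 active = GFP/RFP ratio change of at least 30% with cell ATP level not reduced by more than half and red fluorescence within 50% of control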; note: strong numbers were not always called active
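system = RFP-PRO-GFP reporter HT1080 cells | dosing = 20 µM single dose, 1% DMSO | timing = overnight cell settling, then overnight compound exposure, 37 °C, 5% CO2 | read-out basis = GFP/RFP fluorescence ratio | controls = DMSO and RFP-L50D-GFP cell wells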
SKN-1 inh: blocks SKN-1 activity in C. elegans | C. elegans VP596 Pgst-4::GFP/RFP ratio, acrylamide-induced, 24 h | inhibition, % at 21.8 µM | hit rate 0.49% among 360,000 | AID 624304;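 active = interference check ratio from 0.5 to 1.5 plus GFP to RFP signal ratio inhibition reaching or exceeding a fixed threshold, cut at about 30% in these data, passing the limit was not always enough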; note: some compounds called inactive have numbers as strong as hits
Neddylation inh: blocks human cullin neddylation | P61081+Q13564 | TR-FRET cullin neddylation, biochemical | calls only at 25 µM | hit rate 0.58% among 360,000 | AID 651699; in the data active = inhibition above about 36%
Rpn11 block: Rpn11 (human) deubiquitinase inhibition; AID 588493; calls only at 20 µM; hit rate 0.59% among 360,000; human 26S proteasome, Ub4-pepOG fluorescence polarization; 20S core pre-blocked with epoxomicin; O00487;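 active = inhibition at 20 µM, scaled to each plate's controls, above about 33%, limit read from the data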
CSN inh: CSN deneddylation inhibition; inhibition, % at 12.5 µM; Purified CSN, SCF-Nedd8-OG deneddylation, fluorescence polarization; AID 651999; hit rate 0.38% among 360,000; Q92905;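 active = pattern-corrected inhibition above about 35%, with an unprinted fluorescence ratio check between 0.5 and 1.5, limit read from the data, passing the limit was not always enough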;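 note: 0% = enzyme with substrate and 100% = substrate without enzyme; some results filed as inactive read as strong as hits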
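Assay system: purified human Csn5 enzyme expressed in HEK293T cells; Input: 0.24 nM Csn5 enzyme, final concentration; Reagent: 10 nM SCFSkp2-Nedd8OG; Compound dosing: 12.5 µM single point; Times: reaction 90 min, room temperature; Technique: fluorescence polarization readout.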
PABP1 MLLE inh: inhibitors of microRNA-mediated deadenylation, human PABP1 MLLE binding; P11940; GST-MLLE / FITC-PAM2 fluorescence polarization; inhibition, % at 20 µM; hit rate 0.36% among 360,000; AID 588489; in the data active = inhibition above about 35%, passing the limit was not always enough;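 note: plate controls were DMSO wells with GST-MLLE for no effect and wells lacking GST-MLLE protein for full effect; some results filed as inactive read as strong as hits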
* = called active by the depositor; i = inactive; · = no result given; + = active, no number; & = joins results of further samples; ! = a repeat was not active.

A first look:
cpd	Structure	Rin1 Abl inh	Rpn11 block	Neddylation inh	CSN inh	SKN-1 inh	MT1-MMP act inh	PABP1 MLLE inh	FAS-TE inh	NadD block
1	COc1ccc(C(=O)Nc2nc3cc4c(cc3s2)OCO4)c(OC)c1	-5	i	·	0	4	4	7	-6	-4
2	CCOc1ccc2[nH]c3c(=O)n(CCC4=CCCCC4)cnc3c2c1	-2	i	i	1	-5	-3	-1	-3	-3
3	CCn1c(SCC(=O)Nc2ccccc2Br)nnc1-c1cnccn1	2	i	i	-3	12	3	-3	-2	0
4	Cc1cc(OCC(=O)NCCCn2ccnc2)c2c(C)c(C)c(=O)oc2c1	-10	i	·	1	22	3	5	0	2

The list itself, previewed entries included:
cpd	Structure	Rin1 Abl inh	Rpn11 block	Neddylation inh	CSN inh	SKN-1 inh	MT1-MMP act inh	PABP1 MLLE inh	FAS-TE inh	NadD block
1	COc1ccc(C(=O)Nc2nc3cc4c(cc3s2)OCO4)c(OC)c1	-5	i	·	0	4	4	7	-6	-4
2	CCOc1ccc2[nH]c3c(=O)n(CCC4=CCCCC4)cnc3c2c1	-2	i	i	1	-5	-3	-1	-3	-3
3	CCn1c(SCC(=O)Nc2ccccc2Br)nnc1-c1cnccn1	2	i	i	-3	12	3	-3	-2	0
4	Cc1cc(OCC(=O)NCCCn2ccnc2)c2c(C)c(C)c(=O)oc2c1	-10	i	·	1	22	3	5	0	2
5	CCCC(=O)Nc1ccc2c(c1)nc1n2CCOC1	-3	i	i	-2	4	-1	0	-11	0
6	Cc1ccsc1CNn1cnnc1SCc1ccccc1F	2	i	i	-4	13	-3	-19	-3	-6
7	COC(=O)c1ccc(NC(=O)COc2ccc(N(C)S(=O)(=O)c3ccc(C)cc3)cc2)cc1	5	i	i	0	-1	9	10	30	-8
8	CC(=O)Nc1cccc(-c2ccnc3c2CC(C(=O)NCc2ccco2)O3)c1 (centres undefined)	2	i	i	0	6	8	-5	-8	0
9	C[C@@H]1CN([C@@H](C)CO)S(=O)(=O)c2ccc(Br)cc2O[C@H]1CN(C)Cc1ccc(-c2ccccc2)cc1	2	i	i	-7	5	-2	12	31	11
10	Cc1ccccc1C(=O)N1CCN(c2ccc(NC(=O)c3ccco3)cc2)CC1	1	i	i	3	9	-3	3	-5	1
11	C=CC[C@@H](CC(=O)N[C@@H](CO)Cc1ccccc1)C(=O)N[C@H](COC(=O)[C@@H](CC=C)CC(=O)OC(C)(C)C)Cc1ccccc1	3	i	i	-3	-7	-2	-3	-5	-4
12	CSc1nc(-c2ccccc2)nn1S(=O)(=O)c1ccccc1	3	i	i	0	20	1	-21	-6	-4
13	Cc1cc2c(cc1C)CSC(c1ccccc1OC(=O)C(C)(C)C)SC2	1	i	i	-4	3	-8	0	29	2
14	CCn1c(SCC(=O)N/N=C/c2ccccc2OCC(=O)O)nnc1-c1ccc(C(C)(C)C)cc1	4	i	i	1	-6	3	1	-4	6
15	COc1cc(C2CC(=O)Oc3cc4c(cc32)OCO4)cc(OC)c1OC (centres undefined)	-2	i	i	5	-5	1	2	-3	-6

Next records:
cpd	Structure	Rin1 Abl inh	Rpn11 block	Neddylation inh	CSN inh	SKN-1 inh	MT1-MMP act inh	PABP1 MLLE inh	FAS-TE inh	NadD block
16	N#Cc1cnc(SCC(=O)NNC(=O)COc2cccc3ccccc23)nc1N	2	+	i	1	7	2	-20	0	4
17	CC1CCN(C(=O)CSc2nnc(Cc3ccccc3)o2)CC1	-1	i	i	-5	-23	6	15	0	-4
18	COc1ccc(-c2nnc3ccc(SCC(=O)N4CCCCCC4)nn23)cc1OC	-4	i	i	5	-5	1	-8	-2	-1
19	CC(NC(=O)C(=O)N1CCCCC1)C(c1cccs1)N1CCN(Cc2ccccc2)CC1 (centres undefined)	-2	i	i	2	-5	2	5	-7	-4
20	COc1cccc(N2[C@@H](CC(C)=O)c3ccccc3S2(=O)=O)c1	0	i	i	1	-7	4	2	-10	-2
21	O=C(Nc1ccc(Br)cc1)c1cccc(S(=O)(=O)Nc2cnc3ccccc3c2)c1	0	i	i	5	4	3	9	24	13
22	CC1=NN(C(=O)c2ccc(C)cc2)C(O)(C(F)(F)OC(F)(F)F)C1 (centres undefined)	-2	i	i	1	-8	3	-1	4	4
23	O=c1cc(CN2CCN(S(=O)(=O)/C=C/c3ccccc3)CC2)c2ccc(O)cc2o1	-3	i	·	-10	15	-6	-14	4	22
24	O=C(COC(=O)CCNS(=O)(=O)c1cccs1)Nc1ccccc1	-1	i	i	-2	10	0	15	-6	3
25	CCOC(=O)N(Cc1ccccc1)C1CC1	0	i	i	0	14	0	9	-1	-3
26	CCNC(=O)C1CCCN(C(=O)c2c(-c3ccccc3)noc2C)CC1 (centres undefined)	2	i	i	4	10	0	0	-7	-1
27	O=C(NNC(=O)c1ccccc1C(=O)O)c1ccc(S(=O)(=O)N2CCCCC2)cc1	2	i	i	-3	1	-5	5	-4	-7
28	CC(C)[C@H](NC(=O)OCc1ccccc1)C(=O)OCC(=O)NCc1ccco1	0	i	i	4	11	-7	-8	-6	-2
29	Nc1c(S(=O)(=O)c2ccccc2)c2nc3ccccc3nc2n1/N=C/c1ccco1	-4	i	·	22	16	5	-36	24	37*
30	Cc1cc(C(=O)NC2CC2)c2ccccc2n1	1	i	i	4	2	4	5	-3	0

Next part:
cpd	Structure	Rin1 Abl inh	Rpn11 block	Neddylation inh	CSN inh	SKN-1 inh	MT1-MMP act inh	PABP1 MLLE inh	FAS-TE inh	NadD block
31	O=C(O)/C(=C\c1ccc(Cl)cc1)c1ccc(F)cc1	-5	i	i	-9	-5	1	0	-5	-7
32	COc1ccc(-c2cc(C(F)(F)F)n3nc(C(=O)N4CCCCC4)cc3n2)cc1OC	-3	i	+	-1	13	1	10	2	-9
33	COc1ccc(S(=O)(=O)N(Cc2cc3ccc(OC)cc3[nH]c2=O)CC2COCCO2)cc1 (centres undefined)	2	i	i	-3	2	1	8	2	-7
34	O=C(COC(=O)c1cccc(S(=O)(=O)N2CCOCC2)c1)Nc1ccc(Cl)cn1	-2	i	i	-3	6	-4	1	4	-4
35	CCN(CC)c1ccc(C=C(c2nnnn2-c2ccc(C)cc2)c2nnnn2-c2ccc(C)cc2)cc1	3	·	i	9	15	-40	-71	24	6
36	CCOC(=O)OC(C)OC(=O)[C@@H]1N2C(=O)[C@@H](NC(=O)[C@H](N)c3ccccc3)[C@H]2SC1(C)C (some centres undefined)	1	i	i	-2	8	-1	20	0	0
37	CC(C)C[C@H]1CN(CCCC[C@H]2CNC(=O)C(=O)N2CC2CCCCC2)C(=O)C(=O)N1CC1CCCCC1	·	·	i	7	7	3	·	-2	22
38	Cc1cccn2c(=O)c3cc(C#N)c(=NC(=O)c4ccccc4)n(Cc4ccco4)c3nc12	-2&-2	i	·	5&3	17&5	-4&-12	21&11	31&40	32*!
39	COCCn1c(SCC(=O)Nc2cc(C)cc(C)c2)nc2ccccc2c1=O	-1	i	i	6	-9	2	6	6	-6
40	CCC(=O)OCCNc1nc(-c2ccccc2)nc2ccccc12	2	i	i	-2	4	4	-6	6	-3
41	CC#CCN1C=C(C(=O)OCC)C(C)N(Cc2ccc(Br)cc2)S1(=O)=O (centres undefined)	-1	i	i	0	-10	-4	2	27	-4
42	O=C(O)c1cc(-c2cccs2)nn1-c1ccc(F)cc1	1	i	i	-2	7	2	2	-3	4
43	CN(C(=O)C1CCCN(S(=O)(=O)c2cccc([N+](=O)[O-])c2)C1)C1CCS(=O)(=O)C1 (centres undefined)	1	i	i	0	-1	1	10	-4	-6
44	COc1ccc(NC(=O)CCSc2ccc3ccccc3n2)cc1	2	i	i	-9	1	3	0	5	-2
45	CCOc1ccc(S(=O)(=O)NC(Cc2c[nH]c3ccccc23)C(=O)O)cc1 (centres undefined)	-2	i	i	0	21	-3	1	-4	-4

Ordered by heavy-atom count (rising): part of the list above.
cpd	Structure	Rin1 Abl inh	Rpn11 block	Neddylation inh	CSN inh	SKN-1 inh	MT1-MMP act inh	PABP1 MLLE inh	FAS-TE inh	NadD block
34	O=C(COC(=O)c1cccc(S(=O)(=O)N2CCOCC2)c1)Nc1ccc(Cl)cn1	-2	i	i	-3	6	-4	1	4	-4
32	COc1ccc(-c2cc(C(F)(F)F)n3nc(C(=O)N4CCCCC4)cc3n2)cc1OC	-3	i	+	-1	13	1	10	2	-9
35	CCN(CC)c1ccc(C=C(c2nnnn2-c2ccc(C)cc2)c2nnnn2-c2ccc(C)cc2)cc1	3	·	i	9	15	-40	-71	24	6
37	CC(C)C[C@H]1CN(CCCC[C@H]2CNC(=O)C(=O)N2CC2CCCCC2)C(=O)C(=O)N1CC1CCCCC1	·	·	i	7	7	3	·	-2	22

Additional records follow:
cpd	Structure	Rin1 Abl inh	Rpn11 block	Neddylation inh	CSN inh	SKN-1 inh	MT1-MMP act inh	PABP1 MLLE inh	FAS-TE inh	NadD block
46	CCCOc1ccc(/C(O)=C2/C(=O)C(=O)N(c3cc(C)on3)C2c2ccc(C(=O)OC)cc2)cc1 (centres undefined)	0	i	i	-2	40*	0	0	15	20
47	COc1ccc(S(=O)(=O)N2CCN(C3CCCCCCC3)CC2)cc1	4&-2	i	i	-1&-11	-4&-4	8&6	-4&15	5&4	2&-3
48	CC(=O)c1c(N2CCCC2)nc(=S)n(-c2ccccc2)c1C	0	i	i	6	12	2	5	-5	-1
49	CC(=O)c1ccc(NC(=O)C(C)OC(=O)/C=C/c2ccco2)cc1 (centres undefined)	0	i	i	6	1	1	-13	1	0
50	C/C(=N\NS(=O)(=O)c1ccc(C)cc1)c1ccc(C)s1	3	i	i	1	11	-1	1	5	3
51	O=C(Nc1nccs1)C1CC(=O)N(CCc2ccccc2)C1 (centres undefined)	4	i	i	-1	-1	0	2	-5	-3
52	c1cncc(CNc2nc(-c3cccnc3)nc3ccccc23)c1	2	i	i	2	2	-3	8	-4	-3
53	O=C(NN1C(=O)c2ccccc2C1=O)c1ccc2c(c1)C(=O)N(CC1CCCO1)C2=O (centres undefined)	3	i	i	-2	-2	-1	-11	-3	-3
54	CCOc1cccc(-c2cc(-c3n[nH]c(=S)n3CC)c3ccccc3n2)c1	3	i	i	0	4	-4	-19	10	-1
55	O=C(NCc1cccc(C(F)(F)F)c1)C1CCN(c2ncccn2)CC1	-4	i	i	-1	2	-2	2	-3	4
56	O=C(N1CCOCC1)N(Cc1cccs1)C1CCCC1	-1	i	i	0	-25	-1	-2	-8	-6
57	O=C(N/C(=C\c1ccc([N+](=O)[O-])cc1)C(=O)N1CCOCC1)c1cccc(Br)c1	-2	i	i	1	7	-1	-4	42	-7
